Screening results from PubChem BioAssay.
ERAP1 HTS inh: blocks human ERAP1 aminopeptidase activity | Q9NZ08 | recombinant ERAP1, Leu-AMC fluorescence, 60 min | inhibition, % at 10.7 µM | actives 0.15% (n = 340,000);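 active = mean replicate inhibition of at least 30%, or all replicates individually reaching that 30% level; inactive = mean below 30% and not every replicate reaching it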;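 note: 0% = neutral control wells and 100% = L-leucinethiol positive control wells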
Target sequence (Q9NZ08 whole entry, looked up): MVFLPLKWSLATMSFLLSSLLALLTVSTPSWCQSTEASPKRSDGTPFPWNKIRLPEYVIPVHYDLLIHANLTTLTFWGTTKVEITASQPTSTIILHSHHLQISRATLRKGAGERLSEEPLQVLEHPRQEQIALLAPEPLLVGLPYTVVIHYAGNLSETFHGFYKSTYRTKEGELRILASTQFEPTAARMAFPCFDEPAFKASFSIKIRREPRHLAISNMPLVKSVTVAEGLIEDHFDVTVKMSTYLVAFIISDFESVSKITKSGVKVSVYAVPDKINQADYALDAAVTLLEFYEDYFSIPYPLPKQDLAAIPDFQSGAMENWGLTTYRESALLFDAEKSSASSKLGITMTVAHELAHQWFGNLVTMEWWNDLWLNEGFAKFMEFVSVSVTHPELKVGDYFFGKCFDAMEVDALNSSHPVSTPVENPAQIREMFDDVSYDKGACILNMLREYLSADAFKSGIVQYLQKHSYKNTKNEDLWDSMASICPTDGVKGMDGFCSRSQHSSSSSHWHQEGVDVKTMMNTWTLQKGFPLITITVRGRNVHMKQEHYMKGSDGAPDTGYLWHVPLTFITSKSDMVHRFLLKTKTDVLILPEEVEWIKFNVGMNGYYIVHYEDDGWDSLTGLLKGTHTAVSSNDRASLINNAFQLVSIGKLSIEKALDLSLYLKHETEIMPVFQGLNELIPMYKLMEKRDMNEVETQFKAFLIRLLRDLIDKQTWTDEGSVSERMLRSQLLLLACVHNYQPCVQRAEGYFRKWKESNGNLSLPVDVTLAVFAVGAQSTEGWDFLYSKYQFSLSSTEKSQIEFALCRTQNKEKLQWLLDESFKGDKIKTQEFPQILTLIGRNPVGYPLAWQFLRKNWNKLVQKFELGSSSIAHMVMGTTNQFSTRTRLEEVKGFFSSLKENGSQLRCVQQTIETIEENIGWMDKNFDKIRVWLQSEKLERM
DENV2 CPE rescue: protects cells from dengue virus 2 cytopathic effect | DENV2-infected cells, cytopathic effect rescue, plate reader | CPE inhibition, % at 9.99 µM | actives 1.7% (n = 350,000) | AID 651640; in the data active = CPE inhibition above about 20%, passing the limit was not always enough; inconclusive = no clear call, values can overlap the other calls; tested in BHK-21 cells;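 note: 0% = median of neutral control wells and 100% = median of positive control wells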
miR-122 sensor: inhibitors of miR-122 in Huh7 cells; Huh7 miR-122 Renilla luciferase sensor, 48 h; neutral wells = 0, positive control = 100; activation (reporter increase), % at 12.5 µM; actives 0.3% (n = 340,000); AID 602342;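 active = mean replicate activation score at least 90 and every replicate individually at or above 90; inconclusive = only one of the two criteria met; inactive = neither criterion met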;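 note: higher luciferase means less miR-122 activity so hits act as miR-122 inhibitors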
SIRT5 inh: sirtuin-5 (human) deacylase inhibition; Q9NXA8; Purified SirT5, succinyl-peptide AMC, trypsin-coupled fluorescence; inhibition, % at 15 µM; actives 1.1% (n = 330,000); in the data active = inhibition above about 15%; inconclusive = no clear call, values can overlap the other calls
ERp5 block: blocks human ERp5 reductase activity on insulin; ERp5 insulin aggregation, absorbance 650 nm, 90 min; inhibition, % at 9.99 µM; actives 0.05% (n = 350,000);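 active = mean replicate inhibition above about 25%, with every replicate also reaching it, limit read from the data, passing the limit was not always enough; inconclusive = only one of those two criteria met; inactive = neither criterion met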
CASP6 VEID inh: caspase-6 (human) enzyme inhibition; P55212; purified caspase-6, Z-VEID-R110 cleavage fluorescence; inhibition, % at 12.5 µM; actives 0.53% (n = 350,000); AID 686996;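 active = mean inhibition across replicates at least about 35%, with every replicate also reaching that limit, limit read from the data; inconclusive = only one of the two criteria met; inactive = neither criterion met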;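 note: 0% = median of neutral control wells and 100% = no fluorescence left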
F508del corr: correctors of CFTR F508del function in bronchial epithelial cells; CFBE cells, YFP halide quenching; stimulated with forskolin plus potentiator P3; % fluorescence drop versus neutral controls; activity (quench increase), % at 7.58 µM; actives 0.36% (n = 350,000);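 active = mean added fluorescence quench of at least 8% versus neutral control, with both replicates also reaching 8%; inconclusive = only one of the mean or replicate conditions met; inactive = mean below 8% and not both replicates reaching 8%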;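 note: cells transiently co-express mutant CFTR-F508del with the halide-sensitive YFP; corrector assay measuring rescue of mutant channel to the surface after 24 h compound exposure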
* marks the source's active call; other numbers are inactive results; ? = inconclusive; nt = not tested or not shown; & = joins results of further samples; [ ] = remark or other dose.

SMILES,ERAP1 HTS inh,DENV2 CPE rescue,miR-122 sensor,SIRT5 inh,ERp5 block,CASP6 VEID inh,F508del corr
COc1ccccc1NC(=O)COc1ccc(-c2nn(C)c(=O)c3ccccc23)cc1,2,-2,0,8,8,2,-0.7
O=C(CSc1nnc(Cc2ccccc2)o1)Nc1ccc(N2CCOCC2)cc1,-3,-11,57,1,-6,-3,-0.1
O=C(O)c1cccc(-n2c(/C=C/c3cccc([N+](=O)[O-])c3)nc3ccccc3c2=O)c1,3,-4,6,-1,-1,3,-2.3
COc1ccc(NC(=O)COC(=O)CN2C(=O)C3CCCCC3C2=O)cc1 (stereo not given),-1,19,2,nt,-2,1,-1.8
CC(=O)c1cccc(NCC(=O)c2ccc(C)c([N+](=O)[O-])c2)c1,-1,-3,nt,-1,3,-1,-2.4
CN(C)C(=O)C[C@H]1CC[C@H]2[C@@H](COc3ccc(NC(=O)C4CC4)cc3C(=O)N2C)O1,-2,-14,13[16.7 µM],7,-3,-1,-2.4
CCNC(=O)C1(C)CCN1CCC(=O)c1ccc(Br)cc1 (stereo not given),3,-4,2,nt,-2,1,-1.0
O=[N+]([O-])c1cc2c(cc1CN1CCN(c3ccccc3F)CC1)OCO2,-3,2,-3,4,2,-2,-0.6
Cc1ccc(S(=O)(=O)N(C)C[C@H]2Oc3ccc(NC(=O)C4CCCCC4)cc3CC(=O)N([C@@H](C)CO)C[C@@H]2C)cc1,-2,6,3[16.7 µM],10,-4,-5,2.2
COCCn1c(SCC(=O)N2CC(=O)Nc3ccccc32)nc2ccccc21,-2,-6,-2,1,5,3,nt
CCCCc1ccc(NC(=O)CSc2nc(=O)n(CCCN3CCOCC3)c3c2CCC3)cc1,3,-4,nt,-2,-7,9,-2.3
CCOC(=O)[C@]12CCC=C1N(Cc1ccco1)C(=O)[C@H](CC(=O)NCC1CCCCC1)C2,-3,6,nt,-3,-3,2,0.5
O=C(Nc1ccc(N2CCOCC2)cc1N1CCOCC1)c1cccc([N+](=O)[O-])c1,0,0,-3,-3,-1,2,3.1
COCCNC(=S)N/N=C(\C)c1cccc(C(F)(F)F)c1,-2,5,-10,-5,-2,4,-1.3
CCCc1nnc(SCC(=O)N2C(C)CCCC2C)n1CC (stereo not given),-1,2,nt,-2,4,0,-2.3
CCNC(=O)C[C@H]1CC[C@H](NS(=O)(=O)c2ccc(F)cc2)[C@H](CO)O1,-4,-7,nt,0,4,0,-0.9
COc1ccccc1-c1cnc2c(c1)C(=O)N([C@@H](C)CO)C[C@@H](C)[C@@H](CN(C)C(=O)c1ccccc1)O2,nt,-1,7[16.7 µM],nt,nt,nt,-4.2
CC(=O)Nc1cc(-c2ccc(N3CCN(C)CC3)cc2)cn2c(-c3ccc(S(C)(=O)=O)cc3)cnc12,4,9,1,nt,12,-24,-1.7
CO[C@@H]1CN(C)C(=O)c2cc(NC(=O)Nc3ccccc3F)ccc2OC[C@H](C)N(CC2CC2)C[C@@H]1C,-1,-4,nt,3,-1,-2,-3.7
CN(C)C(=O)c1cccc(-c2ccc([C@H]3[C@H]4CN(Cc5cccnc5)CCCCN4[C@H]3CO)cc2)c1,-1,-10,-3[16.7 µM],0,3,2,-2.4
COC(=O)c1c(C)oc(C)c1S(=O)(=O)NC(c1ccccc1)c1ccccc1,4,-8,48,0,3,1,-1.3
CC(C)CN1C(=S)SC(C)(C)C1n1oc(=O)n(-c2ccccc2)c1=O (stereo not given),-3,7,-3,-1,3,-3,-0.7
CCOC(=O)c1cc(OC(=O)Cc2ccc(OC)c(S(=O)(=O)N3CCOCC3)c2)cc(C(=O)OCC)c1,-6,-3,-3,nt,-4,-2,-1.7
O=C1NC(=Nc2ccccc2)SC1Cc1ccccc1 (stereo not given),-1,-2,1,-2,-8,-1,nt
CCCNC(=O)N[C@@H]1C=C[C@H](CC(=O)N2CCN(C)CC2)O[C@@H]1CO,1,-7,nt,1,1,-2,-1.8
Cc1c([N+](=O)[O-])cc(C(=O)Nc2ccc(NC(=O)c3ccco3)cc2)cc1[N+](=O)[O-],2,-5,1,19*,5,10,1.9
C[C@H](CO)N1C[C@H](C)[C@@H](CN(C)C(=O)Nc2ccc(C(F)(F)F)cc2)OCCCC[C@H](C)Oc2ccc(NC(=O)Cc3ccccc3)cc2C1=O,nt,10,23[16.7 µM],nt,nt,nt,-0.1
CSc1nncn1/N=C/c1ccc([N+](=O)[O-])cc1,1,-3,nt,1,2,7,-1.7
Cc1ccc(OCCNC(=O)CNC(=O)c2ccc(C)cc2)cc1,-2,-12,-1,-9,3,0,0.3
COCCCNCCOc1ccccc1-c1ccccc1,-3,-8,-1,-4,2,-5,-0.5
C[C@@H]1CN([C@H](C)CO)C(=O)Cc2cc(NC(=O)C3CC3)ccc2O[C@@H]1CN(C)S(=O)(=O)c1cn(C)cn1,0,5,4[16.7 µM],0,-8,1,-2.2
C#CCNC(=O)C1=C[C@@H](c2cn(C(C)=O)c3ccccc23)C[C@@H](OCc2ccc(CO)cc2)O1,1,7,10,7,-1,1,0.4
C[C@H](CO)N1C[C@H](C)[C@H](CN(C)C(=O)OCc2ccccc2)OCc2cnnn2CCCC1=O,-8&-1&-2,6&-1&0,-7,-5&-3&3,5&-1&9,-1&-2&-3,0.7&1.3&-1.6
O=C(C[C@@H]1CC[C@H]2[C@@H](COC[C@H](O)CN2Cc2cccc(C(F)(F)F)c2)O1)NCc1ccc(Cl)cc1,1,-3,-2[16.7 µM],6,-8,11,-1.1
CN(C(=O)c1ccc(=O)n(Cc2ccc(Cl)cc2)c1)c1ccccc1,-2,0,1,-5,-7,3,0.5
CC(=O)Oc1ccccc1Cn1c(C)c(C(=O)NCc2ccccc2C(F)(F)F)sc1=O,nt,0,nt,nt,4,1,0.5
CCCOc1cccc(-c2nnc(NC(=O)c3ccco3)s2)c1,0,-5,-2,0,3,5,0.2
Cc1ccc(S(=O)(=O)N(C)C[C@@H]2OCCCC[C@@H](C)Oc3ccc(NC(=O)Nc4cccc5ccccc45)cc3C(=O)N([C@@H](C)CO)C[C@H]2C)cc1,5,nt,-9[16.7 µM],1,2,1,2.6
CCc1ccc(C(=O)COC(=O)c2cnc(C)cn2)cc1,-2,-2,-3,3,-1,nt,-6.5
CCCC(C(=O)Nc1ccc(C)c(S(=O)(=O)N2CCOCC2)c1)c1ccccc1 (stereo not given),4,-8,nt,-6,-1,-8,-0.6
COc1ccc(OCC(=O)Nc2sc3c(c2C(=O)NCC2CCCO2)CCC3)cc1 (stereo not given),8,nt,nt,-1,1,8,2.1
CO[C@@H]1CN(C)C(=O)c2cc(NC(=O)C3CC3)ccc2OC[C@@H](C)N(C(=O)Cc2ccccn2)C[C@H]1C,0,-4,nt,-1,-4,2,0.3
COc1ccc(C(=O)N/C(=C\c2cc(OC)c(OC)cc2[N+](=O)[O-])C(=O)NCC(=O)O)cc1,2,4,2,7,-4,-2,4.2
CC1CCCC(NC(=O)COC(=O)c2ccc([N+](=O)[O-])o2)C1C (stereo not given),-1,3,-3,nt,6,0,1.8
Cc1ccc(OCCSc2ncccn2)c(C)c1,-2,-4,-5,0,1,0,-0.5
CCCCn1c(N)c(N(CC(C)C)C(=O)CN2C(=O)NC3(CCC(C(C)(C)CC)CC3)C2=O)c(=O)[nH]c1=O (stereo not given),-1,2,nt,-1,-5,2,2.1
CC1(C(=O)NCC2CC2)Cc2c(-c3ccc4c(c3)OCO4)ccnc2O1 (stereo not given),2,-1,17,nt,-8,-3,1.7
COc1ccc(CNC(=O)CSc2nnc3nc(C)cc(C)n23)cc1OC,-1,12,nt,-4,6,1,0.5

Ordered by length of the SMILES (lowest first): some entries from above
SMILES,ERAP1 HTS inh,DENV2 CPE rescue,miR-122 sensor,SIRT5 inh,ERp5 block,CASP6 VEID inh,F508del corr
Cc1ccc(OCCSc2ncccn2)c(C)c1,-2,-4,-5,0,1,0,-0.5
CCCCn1c(N)c(N(CC(C)C)C(=O)CN2C(=O)NC3(CCC(C(C)(C)CC)CC3)C2=O)c(=O)[nH]c1=O (stereo not given),-1,2,nt,-1,-5,2,2.1
CO[C@@H]1CN(C)C(=O)c2cc(NC(=O)C3CC3)ccc2OC[C@@H](C)N(C(=O)Cc2ccccn2)C[C@H]1C,0,-4,nt,-1,-4,2,0.3

Other structures:
SMILES,ERAP1 HTS inh,DENV2 CPE rescue,miR-122 sensor,SIRT5 inh,ERp5 block,CASP6 VEID inh,F508del corr
CCC(=O)N1C[C@H]2[C@@H](c3ccccc31)[C@@H](CO)N2Cc1ccccc1F,-2,?,25[16.7 µM],0,2,1,1.6
C[C@H]1CCCCO[C@@H](CN(C)S(=O)(=O)c2ccccc2)[C@@H](C)CN([C@@H](C)CO)C(=O)c2cc(NC(=O)NC3CCCCC3)ccc2O1,-3,-1,-7[16.7 µM],7,4,0,-2.2
CN1[C@@H]2c3ccc(-c4ccccc4F)c(=O)n3C[C@@H]2[C@@H](CO)[C@@H]1C(=O)Nc1nccs1,-1,-7,nt,-3,3,2,nt
O=C(N1CCCC1)C12CC3CC(CC(Cl)(C3)C1)C2,0,-5,-4,-3,3,-2,1.2
CCc1nc2nc(C)c(NS(=O)(=O)c3ccc(C)c(C)c3)c(=O)n2[nH]1,-1,-3,0,0,-2,4,-0.4
CCCNC(=O)[C@H]1[C@H](CO)[C@H]2Cn3c(ccc(-c4cncnc4)c3=O)[C@H]2N1C(=O)c1ccccc1F,2,-15,-8[16.7 µM],-38,3,0,0.5
c1ccc(Cc2nnc(Sc3ccccc3)c3ccccc23)cc1,-1,3,2,-1,3,2,-4.4
CC(=O)N1CC[C@@H]2[C@@H](CO)Nc3ccc(-c4cccc(F)c4)cc3[C@@H]21,2,29*,-4[16.7 µM],-12,-2,3,2.0
CCC[C@@H]1Cc2ccccc2N1C(C)=O,-2,12,-7,0,1,-2,1.2
CCOCCCNC(=S)NNC(=O)CCn1nc(C)c(Br)c1C,2,-1,-3,0,4,2,0.4
Cc1c([N+](=O)[O-])cc(C(=O)N2CCOCC2)cc1[N+](=O)[O-],2,-9,-7,-5,1,-4,-2.0
Cc1cccc(-c2cccc3nccn23)c1,-1,?,-4,nt,2,3,1.7
CCN(CC)CCCNC(=O)c1cn(-c2cccc(OC)c2)c(=O)c2ccccc12,0,3,nt,0,2,-5,nt
CSc1cc(C)[nH]c(=O)n1,0,0,nt,-1,6,1,0.0
O=C(CN1CCCC1)Nc1cc(C(F)(F)F)ccc1Cl,7,nt,4,-5,5,-2,-0.7
Fc1ccccc1-n1c(-c2ccc3ccccc3n2)n[nH]c1=S,3,-2,-8,1,3,0,2.4
CC(=O)Nc1ccc(S(=O)(=O)c2ccc(C)cc2)cc1,-1,2,3,2,-1,-2,1.7
CC(OC(=O)c1ccc(Cl)cc1)C(=O)NCC1CCCCC1 (stereo not given),1,4,nt,1,-2,7,-2.4
CC1CCC(C(C)C)C(OCC[N+](C)(C)C)C1 (stereo not given),11,-1,2,nt,2,1,-0.5
C[C@@H]1CN([C@@H](C)CO)C(=O)c2cc(NS(=O)(=O)c3ccc(F)cc3)ccc2O[C@@H]1CN(C)C,-3,11,-3[16.7 µM],-2,1,-1,-2.7
CC1=C(C#N)C(C)(C)C(C#N)=C(C)N1,-5,5,2,-1,-2,-3,nt
CCOC(=O)C1=CCC(c2ccccc2)N(S(C)(=O)=O)C1 (stereo not given),nt,-8,nt,nt,-4,-2,-0.9
Cc1c(NC(=O)C(C)N(c2ccccc2)S(C)(=O)=O)c(=O)n(-c2ccccc2)n1C (stereo not given),-4,-2,nt,-5,4,-2,-1.9
O=S(Cc1ccc(Cl)cc1)c1ccccc1 (stereo not given),1,4,3,nt,2,-1,-3.4
O=C(C[C@@H]1C=C[C@H](NC(=O)c2cccnc2)[C@@H](CO)O1)NCc1ccc(Cl)c(Cl)c1,0,?,13[16.7 µM],2,0,4,0.6
COc1cccc(S(=O)(=O)N[C@@H]2CC[C@@H](CC(=O)NC3Cc4ccccc4C3)O[C@@H]2CO)c1,8,11,-4[16.7 µM],-2,1,-6,0.6
COc1ccc2oc(C(=O)OCC(=O)NCc3ccccc3OC)c(C)c2c1,3,3,11,-6,-2,5,-0.6
